# From PubChem
# CHT block – inhibits the human high affinity choline transporter; B-score at 10 µM; Q9GZV3; CHT-expressing cells, membrane potential dye, choline response; hits give low values; 310,000 compounds, 0.86% hits;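 active means B-score over 3 SD under the library average, and starting fluorescence ratio not unusually high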;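 further: choline stimulus applied at its EC90 after an EC20 pre-addition; B-score computed on integrated fluorescence ratio after choline addition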
# Target sequence (Q9GZV3 whole entry, looked up): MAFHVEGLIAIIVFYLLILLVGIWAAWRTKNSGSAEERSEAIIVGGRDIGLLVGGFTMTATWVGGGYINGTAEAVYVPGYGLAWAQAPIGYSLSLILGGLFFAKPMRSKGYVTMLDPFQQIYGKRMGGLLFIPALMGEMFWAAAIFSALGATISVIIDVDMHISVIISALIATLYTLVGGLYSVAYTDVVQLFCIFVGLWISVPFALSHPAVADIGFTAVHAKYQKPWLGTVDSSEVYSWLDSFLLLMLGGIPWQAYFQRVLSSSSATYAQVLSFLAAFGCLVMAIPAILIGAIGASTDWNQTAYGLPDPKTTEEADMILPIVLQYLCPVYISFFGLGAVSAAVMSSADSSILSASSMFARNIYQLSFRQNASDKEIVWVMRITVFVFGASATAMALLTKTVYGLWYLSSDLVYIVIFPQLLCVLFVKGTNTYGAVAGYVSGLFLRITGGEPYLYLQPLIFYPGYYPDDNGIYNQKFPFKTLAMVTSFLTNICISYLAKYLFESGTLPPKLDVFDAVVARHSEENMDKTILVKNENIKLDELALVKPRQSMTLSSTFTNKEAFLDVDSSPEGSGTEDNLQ
# CHT allo act – allosterically activates the human high affinity choline transporter | B-score at 10 µM | CHT-expressing cells, membrane potential dye, choline EC20; hits give high values; LV-AA mutant CHT in HEK293 cells | Q9GZV3 | 310,000 compounds, 0.49% hits;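 active means initial fluorescence not abnormally high and integrated response B-score, plate-corrected, over 3 SD above library mean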
# Calls only; i = inactive.
mol,CHT block,CHT allo act
CN(/N=C/c1cc(Cl)ccc1O)C1=NS(=O)(=O)c2ccccc21,i,i
O=S(=O)(c1ccc(Br)cc1)N1CCCC1c1nc2ccccc2s1 (stereo not given),i,i
O=C(NCCC1=CCCCC1)C1CCN(C(=O)Cc2ccccc2)CC1,i,i
CCOc1ccc(NC(=O)CCCCCN2C(=O)[C@@H]3Cc4ccccc4CN3C2=O)cc1,i,i
Cc1cccc(N2CCN(c3nnnn3-c3ccccc3)CC2C)c1 (stereo not given),i,i
CCC(NC(=O)Nc1nccs1)(C(F)(F)F)C(F)(F)F,i,i
Cc1cc(NC(=O)CCC(=O)N(Cc2ccccc2)C(C(=O)NC2CCCC2)c2ccco2)no1 (stereo not given),i,i
CCN1C(=O)/C(=C2\SC(=S)N(NC(=O)c3cccnc3)C2=O)c2ccccc21,i,i

# Additional results:
mol,CHT block,CHT allo act
CCNC(=O)NS(=O)(=O)c1cnccc1Nc1cccc(Cl)c1,i,i
Cc1ccc(CN(CC(=O)NC2CCCCC2)C(=O)c2csnn2)cc1,i,i
COC(=O)c1cnc(N2CCCN(S(=O)(=O)c3ccccc3)CC2)nc1C(F)(F)F,i,i
Cc1ccc(OCCC(=O)OCC(=O)NC(=O)NC2CCCCC2)cc1,i,i
COc1ccc(CCN(C)C2CC(=O)N(c3ccccc3)C2=O)cc1OC (stereo not given),i,i
CN(C)S(=O)(=O)c1cccc(NC(=O)c2ccc(Sc3nncn3C)c([N+](=O)[O-])c2)c1,i,i
O=C(CSc1nnc(CNC(=O)c2ccco2)o1)Nc1cccc(F)c1,i,i
C=CCn1c(SCC(N)=O)nnc1-c1cnccn1,i,i

# Grouped by structure, the compounds so far with four or more nitrogen atoms (9)
mol,CHT block,CHT allo act
Cc1cccc(N2CCN(c3nnnn3-c3ccccc3)CC2C)c1 (stereo not given),i,i
Cc1cc(NC(=O)CCC(=O)N(Cc2ccccc2)C(C(=O)NC2CCCC2)c2ccco2)no1 (stereo not given),i,i
CCN1C(=O)/C(=C2\SC(=S)N(NC(=O)c3cccnc3)C2=O)c2ccccc21,i,i
CCNC(=O)NS(=O)(=O)c1cnccc1Nc1cccc(Cl)c1,i,i
Cc1ccc(CN(CC(=O)NC2CCCCC2)C(=O)c2csnn2)cc1,i,i
COC(=O)c1cnc(N2CCCN(S(=O)(=O)c3ccccc3)CC2)nc1C(F)(F)F,i,i
CN(C)S(=O)(=O)c1cccc(NC(=O)c2ccc(Sc3nncn3C)c([N+](=O)[O-])c2)c1,i,i
O=C(CSc1nnc(CNC(=O)c2ccco2)o1)Nc1cccc(F)c1,i,i
C=CCn1c(SCC(N)=O)nnc1-c1cnccn1,i,i

# Next section.
mol,CHT block,CHT allo act
O=C(Nc1cccc(S(=O)(=O)c2cccc(NC(=O)c3ccco3)c2)c1)c1ccco1,i,i
Cc1c(F)cccc1NS(=O)(=O)c1ccc2c(c1)c(C)cc(=O)n2C,i,i
COC(=O)c1c(-c2ccc(OC)cc2)oc2ccc(-c3ccc(OC)nc3)cc12,i,i
COCCn1c(Cc2cccn2C)nnc1SCC(=O)Nc1nccs1,i,i
O=C(NCC(=O)N(c1ccc(F)cc1)C(C(=O)NC1CCCC1)c1cccnc1)c1ccco1 (stereo not given),i,i
COc1ccc(-c2csc(Nc3ccc(O)cc3)n2)cc1,i,i
CN(C)CCN(Cc1ccco1)S(=O)(=O)c1csc(C(N)=O)c1,i,i
COc1ccccc1NS(=O)(=O)c1ccc(Cl)cc1,i,i

# Next section
mol,CHT block,CHT allo act
COc1cccc(-n2c(C)nnc2SCC#N)c1,i,i
O=C(CN(Cc1ccccc1F)S(=O)(=O)c1ccc(Cl)cc1)NCCC1=CCCCC1,i,i
C/C(=N/NC(=O)c1nnn(-c2nonc2N)c1COc1ccccc1)c1ccccc1Cl,i,i
CCc1ccc(N(CC(=O)NCc2ccco2)C(=O)CCC(=O)Nc2nccs2)cc1,i,i
CCOC(=O)c1ccc(NC(=O)C(C)NS(=O)(=O)c2ccc(OC)cc2)cc1 (stereo not given),i,i
COCCNC(=O)C(c1ccc(C)cc1)N(C(=O)CCC(=O)Nc1ccccn1)c1ccc(C)cc1 (stereo not given),i,i
N#Cc1ccc(-c2nc3ccccc3nc2-c2ccccc2)cc1C#N,i,i
COc1ccc(NC2CCCN(C(=O)CCc3scnc3C)C2)cc1 (stereo not given),i,i

# Other entries.
mol,CHT block,CHT allo act
Cc1ccc(S(=O)(=O)C2CS(=O)(=O)CC2O)cc1 (stereo not given),i,i
Cc1nn(-c2ccc(F)cc2)c(Cl)c1/C=C/C(=O)OCC(=O)Nc1c(F)c(F)c(F)c(F)c1F,i,i
COc1cc(OC)cc(OC(=O)C2CCN(C(=O)c3ccc(F)cc3)CC2)c1,i,i
COc1ccc2cc(-c3ccccc3)ncc2c1,i,i
COc1ccc(-c2c(S(=O)(=O)c3ccccc3)cnn2-c2ccccc2)cc1,i,i
CNc1ccccc1C(=O)OCC(=O)N1CCN(c2ccc(OC)cc2)CC1,i,i
c1cc2nc(C34CC5CC(CC(C5)C3)C4)[nH]c2cn1,i,i
Brc1ccc(-c2csc(N3CCCCCC3)n2)cc1,i,i

# Later entries
mol,CHT block,CHT allo act
NC(=O)c1ccc(/C=N/O)nc1,i,i
O=C(Oc1ccc2ccc(O)cc2c1)C1CCCCC1,i,i
COc1ccc(CCNC(=O)C/C(C)=N/NC(=O)Cc2cccc3ccccc23)cc1OC,i,i
Cc1ccccc1N1CCN(CC(=O)NCc2ccc(Cl)cc2)CC1,i,i
CCCc1nnc(NC(=O)CCC(=O)NCc2ccc(Cl)cc2Cl)s1,i,i
CC(=O)N1CCOc2ccc(S(=O)(=O)N3CCC(C(=O)NCc4ccc(F)cc4)CC3)cc21,i,i
CCSc1nnc(NC(=O)CSc2nc3c(c(=O)n2C)SC(C)C3)s1 (stereo not given),i,i
CCOC(=O)C(C)Sc1nc2c(c(=O)[nH]c(=O)n2C)n1CCc1ccccc1 (stereo not given),i,i

# (list continues)
mol,CHT block,CHT allo act
COCCN1Cc2cccc(C(=O)NCCc3ccccc3)c2C1=O,i,i
COc1cc(O)c(C(CC(=O)N2CCCC2)c2ccc(N(C)C)cc2)c(OC)c1 (stereo not given),i,i
Cc1cc(C)c(N=Cc2c(O)n(-c3nccs3)c(=O)c3ccccc23)c(C)c1,i,i
CC(=O)c1cccc(NC(=O)Nc2csc3c2CCCC3)c1,i,i
CCCOc1ccc(C(=O)NCC(c2ccco2)N(C)C)cc1 (stereo not given),i,i
Clc1ccc(OCCCn2ccnc2)c(Br)c1,i,i
COc1ccc(C2NC(=O)NC(C)=C2C(=O)OCc2ccccc2)cc1 (stereo not given),i,i
CCC(=O)NC(=S)Nc1ccc(S(=O)(=O)NC(C)C)cc1,i,i

# More results.
mol,CHT block,CHT allo act
Cc1nn(C)c(C)c1S(=O)(=O)N1CCC(CO)(Cc2ccc(Cl)cc2)CC1,i,i
CCOc1cc(N2CCOCC2)c(OCC)cc1NC(=O)c1ccc(NC(C)=O)cc1,i,i
CC(C)(C)c1ccc(C(=O)NC2CCS(=O)(=O)C2)cc1 (stereo not given),i,i
O=C(CNC(c1ccccc1)c1ccccc1)NCc1ccccc1Cl,i,i
CC(C)Nc1nc(NC(C)(C)C)nc(Oc2ccc(=O)n(-c3ccccc3)n2)n1,i,i
O=C(Nc1ccc(O)c2c(=O)cc(-c3ccccc3Cl)oc12)c1ccccc1Cl,i,i
CC1CN(S(=O)(=O)c2ccc(C(=O)Nc3nnc(-c4ccccn4)o3)cc2)CC(C)O1 (stereo not given),i,i
O=C1C(Cc2ccccc2)Nc2ncnc(N3CCc4ccccc4C3)c2N1Cc1ccc(Br)cc1 (stereo not given),i,i

# Going on with the list.
mol,CHT block,CHT allo act
CCOC(=O)c1nc2ccccc2s1,i,i
Cc1nn(-c2ccccc2)c2[nH]c(=O)c(CNc3ccc(N4CCOCC4)cc3)cc12,i,i
CNC(=O)CSc1nnc(SCCC(=O)O)s1,i,i
CC(NC(=O)C(C)N1C(=O)C2C3CC(C(Br)C3Br)C2C1=O)c1ccccc1 (stereo not given),i,i
Cc1ccc(Oc2cnn(-c3ccccc3)c(=O)c2Br)cc1,i,i
Cc1cc(NC(=O)CSc2nc3c(C)cccc3cc2C#N)no1,i,i
CCOc1ccc2nc(N(CCCN(C)C)C(=O)c3ccc(S(=O)(=O)N4CCCC4)cc3)sc2c1,i,i
CCOC(=O)c1c(C)[nH]c(C(=O)COC(=O)CNC(=O)c2ccc(Br)cc2)c1C,i,i

# Later entries:
mol,CHT block,CHT allo act
CC1CCc2c(sc3nc(CSc4ncn[nH]4)[nH]c(=O)c23)C1 (stereo not given),i,i
O=[N+]([O-])c1cccc(-c2ccc(/C=N/NC(=S)Nc3ccccc3)o2)c1,i,i
Cc1ccc(-c2nnc3ccc(SC(C)C(=O)O)nn23)cc1 (stereo not given),i,i
COc1cccc(NC(=O)c2sc(Cl)nc2C)c1,i,i
CC(NS(=O)(=O)c1ccccc1)C(=O)Nc1ccc2c(c1)OCCO2 (stereo not given),i,i
CC(C)(C)c1ccc(C(=O)Nc2ccc(F)cc2)s1,i,i
CCn1c(=O)c2cc(C(=O)Nc3cccc(C(C)=O)c3)sc2c2ccccc21,i,i
Cc1ccc(/C=C/C(=O)Nc2cccc3ncccc23)o1,i,i

# Going on with the list.
mol,CHT block,CHT allo act
N=c1c2ccccc2nnn1-c1ccc(C(F)(F)F)cc1,i,i
O=C(N/N=C/c1cc([N+](=O)[O-])ccc1Cl)c1ccc2nc[nH]c2c1,i,i
COc1cc(NC(=S)NCCCN(C)C)c(OC)cc1NC(=O)c1ccco1,i,i
Cc1ccc(NC(=O)Cn2cccc2C2=NC(c3ccccc3)CO2)c(C)c1 (stereo not given),i,i
O=C(NCCCn1ccnc1)/C(=C\c1ccc(Br)cc1)NC(=O)c1ccccc1F,i,i
Cc1c(NC(=O)C2CCCCC2)cc(C(=O)N2CCOCC2)cc1[N+](=O)[O-],i,i
CC(/C=C1\N=C(SCc2ccccc2)SC1=O)=C\c1ccccc1,i,i
CC1C2CC(CC1(C)C)N(C(=O)Nc1ccc3nccnc3c1)C2 (stereo not given),i,i

# Remaining list, next part.
mol,CHT block,CHT allo act
Cc1ccc(CNC(=O)CCC(=O)c2cccs2)cc1,i,i
COc1ccc(C(=O)NCc2ccc3c(c2)OCO3)cc1S(=O)(=O)N(C)Cc1ccccc1,i,i
O=C(CC(c1ccccc1)c1cc(Br)ccc1O)NCCCN1CCOCC1 (stereo not given),i,i
CCOC(=O)N1CCN(c2c(NCC3CCCO3)c(=O)c2=O)CC1 (stereo not given),i,i
COc1ccc(COc2ccc3ccc(=O)oc3c2)cc1,i,i
OC(COc1cc(Cl)c(Cl)cc1Cl)CN1CCN(c2ncccn2)CC1 (stereo not given),i,i
COc1cc(CN2CCCC(CCC(=O)NCc3ccc(C)o3)C2)cc2c1OCO2 (stereo not given),i,i
Clc1ccc(-c2cc(-c3ccccn3)on2)c(Cl)c1,i,i

# The results go on.
mol,CHT block,CHT allo act
O=C(NCc1cccs1)C1CCN(S(=O)(=O)c2ccc(Br)s2)CC1,i,i
O=C(CSc1ccc(-c2ccco2)nn1)NCc1ccc(F)cc1,i,i
COc1ccc2c(c1OC)C(=O)OC2,i,i
CCc1c(C(=O)Nc2ccccc2C(N)=O)csc1C,i,i
O=C(N/N=C\c1ccc(F)cc1)c1ccc(F)cc1,i,i
COc1cc(CNS(=O)(=O)c2ccc3c(c2)CC(C)N3C(=O)C2CCC2)cc(OC)c1OC (stereo not given),i,i
CC(C)(C)OC(=O)N1CCCC1C(=O)NC(Cc1ccccc1)C(=O)O (stereo not given),i,i
CCn1cc(/C=N\NC(=O)c2c[nH]c3ccccc23)c(C)n1,i,i

# The list goes on:
mol,CHT block,CHT allo act
Cc1ccc(C)c(C(=O)CSc2nnc(C)s2)c1,i,i
CC1CCC(NC(=O)CCS(=O)(=O)c2ccc3c(c2)NC(=O)CO3)CC1 (stereo not given),i,i
CC(C)n1c2ccccc2c2nnc(SCC(=O)OCN3C(=O)c4ccccc4C3=O)nc21,i,i
O=C(Nc1ccc(N2CCCC2)cc1)c1ccc(Br)o1,i,i
O=C(Oc1ccc(Cl)cc1)c1ccc2nccnc2c1,i,i
CCC1=Nc2cc(C(=O)NCCCN3CCOCC3)ccc2Sc2ccccc21,i,i
Cc1c(C)c2c(OCC(=O)N[C@@H](Cc3ccccc3)C(=O)O)cc3c(c2oc1=O)CCC(C)(C)O3,i,i
O=C(c1n[nH]c(=O)c2ccccc12)N1CCN(Cc2ccc3c(c2)OCO3)CC1,i,i

# The listing continues.
mol,CHT block,CHT allo act
CC(CC(=O)N1CCN(c2ccccc2)CC1)S(=O)(=O)c1ccc2c(c1)NC(=O)CS2 (stereo not given),i,i
O=S(=O)(Nc1ccccc1Cl)c1cc(NC(=S)NCCN2CCOCC2)ccc1Cl,i,i
O=C(/C=C/Nc1ccccc1)C(F)(F)F,i,i
CCC(C)c1ccc(OCC(=O)Nc2ccc3[nH]c(=O)[nH]c3c2)cc1 (stereo not given),i,i
O=C(CCNC(=O)c1ccc([N+](=O)[O-])cc1)NNC(=O)c1ccncc1,i,i
O=C(Nc1ccc(N2CCCC2)cc1)c1ccc(Br)cc1,i,i
COC(=O)Nc1c(C)nn(Cc2ccccc2C)c1C,i,i
O=C(NCc1ccccc1Cl)C1CCCN(C(=O)Nc2ccc(F)cc2)C1 (stereo not given),i,i

# (continued)
mol,CHT block,CHT allo act
COc1cc(S(=O)(=O)N2CCN(C)CC2)ccc1Cl,i,i
Cn1c(=O)c(S(=O)(=O)C(C)(C)C)c(O)c2ccccc21,i,i
O=C(COc1ccc(S(=O)(=O)Nc2ccccc2)cc1)NCc1cccnc1,i,i
O=C(CNCC1CCCO1)NCc1ccco1 (stereo not given),i,i
O=C(Oc1cccc(N2C(=O)CCC2=O)c1)c1ccccc1,i,i
CCOC(=O)c1ccc(NC(=O)CSc2nnnn2C2CCCCC2)cc1,i,i
FCCCOc1ccc(-c2ccnc(-c3ccccc3)n2)cc1,i,i
Cc1ccc(-c2nc3cccnc3s2)cc1NS(=O)(=O)c1ccc2c(c1)CCCC2,i,i
